# Screening data from PubChem.
# UPR XBP1 act: activators of adaptive arm of unfolded protein response (XBP1); CHO-XBP1 luciferase reporter, IRE1-XBP1 UPR activation, luminescence; percent of tunicamycin response, DMSO as zero; activation, % at 20 µM; 0.33% of 330,000 active; AID 463104;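 active = versus positive control, 20 µM dose yields 30% or more activation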;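 note: 100% = tunicamycin at 10 µg/mL and 0% = DMSO only wells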
#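 Assay system: CHO-XBP1 luciferase reporter cells; Schedule: 6 h treatment, 37 °C; Detection: glow luminescence from Steady-Glo reagent; Benchmarks: high control tunicamycin 10 µg/mL final, low control DMSO vehicle only.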
# Mdm2-MdmX inh: disrupts the human Mdm2-MdmX interaction; O15151+Q00987; SaOS-2 split-luciferase Mdm2/MdmX complementation, luminescence; inhibition, % at 8 µM; 3% of 330,000 active;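 active = inhibition of at least 50% at 8 µM in the primary screen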
# tim23-1 inh: inhibits growth of tim23-1 mutant yeast; S. cerevisiae tim23-1 growth, BacTiter-Glo luminescence, 24 h; inhibition, % at 20 µM; 1.3% of 330,000 active; AID 463212;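 active = growth inhibition of the mutant yeast at or above 50%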;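 note: temperature-sensitive mutant grown at 25 °C; plate controls were DMSO-treated mutant yeast for no effect and medium wells lacking yeast for full effect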
# CCR6 antag: CCR6 (human) receptor antagonism. 0.49% of 340,000 active. CHO-K1 CCR6 PathHunter beta-arrestin, luminescence, CCL20-stimulated. AID 493098. P51684. inhibition, % at 20 µM;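 active = compounds whose inhibition of the agonist-driven luminescence signal at 20 µM reaches about 50%, limit read from the data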;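 note: cells stimulated with CCL20 at 14 nM final; plate controls were DMSO with CCL20 for no effect and DMSO without agonist for full effect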
# Target sequence (P51684 whole entry, looked up): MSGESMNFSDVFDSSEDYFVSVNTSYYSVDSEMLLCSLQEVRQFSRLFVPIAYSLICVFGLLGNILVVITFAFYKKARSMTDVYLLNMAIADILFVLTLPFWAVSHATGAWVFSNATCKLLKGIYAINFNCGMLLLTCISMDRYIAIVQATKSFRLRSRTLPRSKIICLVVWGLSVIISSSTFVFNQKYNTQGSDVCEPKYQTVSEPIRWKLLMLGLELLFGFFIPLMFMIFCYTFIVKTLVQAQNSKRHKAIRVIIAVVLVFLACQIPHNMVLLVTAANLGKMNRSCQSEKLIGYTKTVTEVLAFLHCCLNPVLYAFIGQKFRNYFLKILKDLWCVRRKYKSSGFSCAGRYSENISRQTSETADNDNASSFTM
# UPR CHOP act: apoptotic UPR (CHOP) activation | activation, % at 10 µM | CHO-CHOP luciferase reporter, luminescence; percent of tunicamycin response over DMSO baseline | 0.34% of 330,000 active | AID 449763;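 active = at 10 µM dose, activation of 40% or more, normalized to positive control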;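 note: 100% = tunicamycin at 10 µg/mL and 0% = DMSO alone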
#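 assay system = CHO CHOP reporter cells | amount = 500 CHO-CHOP cells per well | buffer or medium = F12 with 10% FBS | incubation = 16-18 h cell attachment, then 6 h compound exposure, 37 °C | detection = luminescence read with Steady-Glo | read-out = percent activation relative to tunicamycin control | controls = tunicamycin high control, DMSO low control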
# CXCR6 inh: CXCR6 (human) receptor inhibition | inhibition, % at 20 µM | 0.36% of 360,000 active | AID 602244 | CHO-K1 PathHunter CXCR6 beta-arrestin, luminescence | O00574; in the data active = inhibition above about 34%, passing the limit was not always enough;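 note: antagonist mode with CXCL16 agonist at 10 nM final; 0% = 10 nM CXCL16 with DMSO and 100% = unstimulated wells without agonist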
# Target sequence (O00574 whole entry, looked up): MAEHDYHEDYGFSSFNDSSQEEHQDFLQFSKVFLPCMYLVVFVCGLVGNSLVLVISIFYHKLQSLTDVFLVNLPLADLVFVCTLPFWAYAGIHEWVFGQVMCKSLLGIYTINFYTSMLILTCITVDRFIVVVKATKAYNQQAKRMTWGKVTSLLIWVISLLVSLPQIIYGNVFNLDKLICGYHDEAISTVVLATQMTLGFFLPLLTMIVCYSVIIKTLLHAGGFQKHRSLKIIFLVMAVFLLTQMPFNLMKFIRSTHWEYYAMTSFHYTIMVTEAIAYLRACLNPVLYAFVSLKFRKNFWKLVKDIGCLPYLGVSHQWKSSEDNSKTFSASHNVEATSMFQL
# APJ ag: APJ receptor agonism | 0.11% of 330,000 active | CHO-K1 APJ PathHunter beta-arrestin, luminescence; 0% DMSO wells, 100% apelin | activation, % at 20 µM | AID 2520;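 active = activation more than six SD over the plate average, tested at 20 µM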;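 note: 0% = DMSO alone and 100% = apelin-13 at 10 nM; some results filed as inactive read as strong as hits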
#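 Test system – PathHunter CHO-K1 APJ (AGTRL-1) beta-arrestin reporter cells · Input – 1000 cells/well · Compound – single test compound dose, 20 µM final, 1% DMSO · Times – compound stimulation 90 min at 25 °C, detection 60 min · Technique – beta-gal luminescence · Read-out basis – APJ–arrestin association signal · Control set – negative DMSO alone, positive Apelin-13 at 10 nM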
# EBI2 block: EBI2 (human) antagonism; 0.81% of 360,000 active; inhibition, % at 5 µM; EBI2 beta-arrestin recruitment, luminescence, 7a,25-OHC stimulated; P32249; in the data active = inhibition above about 38%;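 note: enzyme fragment complementation signal reports receptor beta-arrestin coupling in cells; 0% = agonist plus DMSO wells and 100% = wells without agonist; some results beyond the cut were filed as inactive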
# Target sequence (P32249 whole entry, looked up, the tested form may be a part): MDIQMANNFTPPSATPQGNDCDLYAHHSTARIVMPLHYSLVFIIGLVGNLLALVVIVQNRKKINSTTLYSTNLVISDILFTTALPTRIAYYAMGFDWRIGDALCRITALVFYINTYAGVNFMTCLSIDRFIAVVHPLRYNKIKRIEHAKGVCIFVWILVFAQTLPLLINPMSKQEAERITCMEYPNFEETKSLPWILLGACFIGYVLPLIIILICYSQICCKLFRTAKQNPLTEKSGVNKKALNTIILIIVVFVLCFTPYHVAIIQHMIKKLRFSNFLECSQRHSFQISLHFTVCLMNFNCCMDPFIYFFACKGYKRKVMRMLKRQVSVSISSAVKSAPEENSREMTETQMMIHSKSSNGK
# APJ antag: antagonists of human APJ apelin receptor; P35414; CHO-K1 APJ beta-arrestin complementation, luminescence; inhibition, % at 20 µM; 0.32% of 330,000 active; AID 2521;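 active = inhibition above about 40% at 20 µM, limit read from the data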;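 note: cells challenged with 10 nM apelin-13 agonist together with compound; plate controls were apelin-13 plus DMSO wells for no effect and DMSO wells lacking apelin-13 for full effect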
# An asterisk follows results filed as active; . = not tested or not shown. These rows are one share of the data, so the mix of outcomes need not match the whole.
SMILES,UPR XBP1 act,Mdm2-MdmX inh,tim23-1 inh,CCR6 antag,UPR CHOP act,CXCR6 inh,APJ ag,EBI2 block,APJ antag
CC(C)CN1CCN(Cc2cccc3c2OCO3)CC1CCO (configuration not stated),-2,11,-2,-3,-0.3,10,4,2,-3
Cn1cc(C(=O)OCC(=O)NC2(C#N)CCCCC2)c2ccccc21,-1,8,9,0,0.6,-2,-4,1,9
C#CCN(C)C(C)Cc1ccccc1 (configuration not stated),-3,1,-5,0,1.3,6,0,0,-12
COC(=O)C1=C(c2ccc(F)cc2F)C[C@@H]2CC[C@H]1N2C(=O)NCCO,2,0,12,-6,0.7,2,0,-16,8
CC[C@H](C)/C=C(C)/C=C/C1=CC2=C(Cl)C(=O)[C@@](C)(OC(C)=O)C(=O)C2=CO1,1,15,38,29,0.0,-1,0,-2,-69
CC(=NC1CCN(Cc2ccccc2)CC1)c1c(O)n(C)c(=O)n(C)c1=O,0,7,10,-14,-2.7,-1,2,7,-1
COc1ccc(-c2nc3ccccc3c(=O)n2-c2nccs2)cc1,2,-13,28,-8,-1.3,-6,-4,11,12
CCOC(=O)CSc1ccc(C(=O)N2CCC3(CC2)OCCO3)cc1[N+](=O)[O-],-3,10,15,4,-0.1,-7,-1,-8,12
O=[N+]([O-])c1cc(O)c(O)c([N+](=O)[O-])c1,-5,22,13,46,0.3,11,-5,6,19
CCN(CCCl)Cc1ccccc1Br,0,-21,12,12,0.3,0,-2,7,-8
O=c1c2ccccc2nc(CSc2ncnc3nc[nH]c23)n1-c1ccc(Cl)c(Cl)c1,-3,31,1,-8,1.4,12,1,-4,12
Cc1ccccc1CN1CCN(Cc2ccccc2)CC1,3,-5,3,22,-1.9,6,-2,-12,10
COc1ccccc1-n1c(O)c(C=Nc2c(C)n(C)n(-c3ccccc3)c2=O)c(=O)[nH]c1=O,-3,6,6,9,-0.4,5,-4,-11,-1
COC(=O)C1=C(c2cccc(C#N)c2)C[C@@H]2CC[C@H]1N2C(=O)NC1CC1,-3,-9,-3,-8,-0.2,0,-5,2,2
COC(=O)C1=C(c2ccccc2)C[C@@H]2CC[C@H]1N2C(=O)NCCS(C)=O (some centres not stated),2,22,15,-2,-0.7,-7,-2,-23,25
CCOC(=O)c1c(NS(=O)(=O)c2ccccc2)n(CCCOC)c2nc3ccccc3nc12,1,6,33,60*,1.9,18,-7,8,50*
CN1C(=O)C(=Cc2ccc(Sc3ccccc3)o2)C(=O)N(C)C1=O,0,11,23,-33,-0.4,-14,7,3,-16
O=C1CN=C(c2ccccc2)c2cc(Br)ccc2N1Cc1cc(=O)n2ccccc2n1,0,-30,19,3,0.1,-2,-2,20,12
COc1ccc(OC)c2c1CCC1NCCOC21 (configuration not stated),-2,-11,10,3,2.9,-2,0,-6,-17
O=C1NC(=O)N(c2ccc3c(c2)OCO3)C(=O)/C1=C\c1ccc(-c2ccccc2C(=O)O)o1,1,28,10,1,0.3,-6,-4,3,-25
C[C@H](NC(=O)CCC(=O)N1C[C@H]2C[C@H](C1)c1cccc(=O)n1C2)c1ccccc1,-1,-16,-12,10,0.0,-4,-1,-3,7
CN1CCN(c2cc(N3CCCCCC3)c(F)cc2[N+](=O)[O-])CC1,4,21,14,22,2.5,3,-4,-5,-3
CCC(C(=O)N1CCC2(CC1)OCCO2)c1ccccc1 (configuration not stated),0,0,-2,7,0.5,-1,-5,10,-1
CC(=O)N1CN2CN(C(C)=O)CC(C(=O)c3ccc(Br)cc3)(C2)C1,-4,26,1,24,-1.6,-3,-5,-9,-10
Cc1ccc(N2Cc3ccccc3C2=N)cc1[N+](=O)[O-],-4,-21,-28,5,1.9,2,-5,-11,7
CCCc1nc2ccccc2c(=O)n1-c1cccc(OC)c1,0,-4,83*,-4,-1.6,-1,3,-11,11
CCN(C(=O)COC(=O)Cc1ccccc1)c1c(N)n(Cc2ccccc2)c(=O)[nH]c1=O,6,-1,0,9,-1.1,-2,-5,-2,5
CN1C(=O)C(=Cc2ccccc2OCc2ccc(Cl)cc2)C(=O)N(C)C1=O,4,-16,67*,12,7.0,-4,-1,-1,7
CCOP(=O)(Cc1cc(C(=O)CC)c(C)o1)OCC,0,-24,23,6,0.4,-3,0,-4,-19
CCCCNC(=O)c1c(N)n(Cc2ccc3c(c2)OCO3)c2nc3ccccc3nc12,6,38,24,7,-1.0,-2,-8,36,-9
Cc1cc(OCC(=O)N2CCN(CC(=O)N3CCOCC3)CC2)c(C(C)C)cc1Cl,-1,22,7,5,1.4,0,-2,-6,-13
COc1ccc(S(=O)(=O)NCc2ccc(C(=O)N3CCC4(CC3)OCCO4)cc2)cc1,-2,6,10,1,-0.8,3,-3,-10,16
O=C(Cc1ccccc1)Oc1ccc(N2C(=O)CCC2=O)cc1,-2,-20,9,7,-0.2,-2,-1,-7,-5
c1ccc(C(OCCN2CCN(c3ncccn3)CC2)c2ccccc2)cc1,-2,9,27,23,2.6,3,-1,4,9
CC/C=C/CC(=O)N[C@@H](c1ccccc1)[C@@H](O)C(=O)O[C@H]1C[C@@]2(O)[C@@H](OC(=O)c3ccccc3)C3[C@](C)(C(=O)[C@H](OC(C)=O)C(=C1C)C2(C)C)[C@@H](O)C[C@H]1OC[C@@]31OC(C)=O (some centres not stated),5,69*,4,5,1.3,4,-6,3,23
CN1CC=C(c2c[nH]c3ccccc23)CC1,-3,9,-2,-2,0.5,7,-4,-3,6
NCC(O)c1ccc(O)cc1 (configuration not stated),-4,8,12,2,1.8,6,-3,1,7
CSc1ccccc1C(=O)C1CCCN(Cc2cccc(C)n2)C1 (configuration not stated),2,-15,8,12,-0.6,-6,-5,4,-8
Cc1ncc(CNC(=O)N(CCCl)N=O)c(N)n1,-5,-17,8,17,3.8,12,0,6,-5
COC(=O)C1=C(N)Oc2c(c(=O)oc3ccccc23)[C@]12C(=O)N(C)c1ccccc12,-5,5,7,-10,-1.4,2,3,-8,9
CCS(=O)(=O)N1CCCC(C(=O)N2CCC3(CC2)OCCO3)C1 (configuration not stated),-1,9,14,-2,-2.5,-8,-3,2,7
COc1ccccc1N1C(=O)NC(=O)/C(=C/c2ccc([N+](=O)[O-])s2)C1=O,-3,36,67*,13,2.5,.,4,.,-4
COC(=O)C1=C(c2cccc(OC)c2OC)C[C@@H]2CC[C@H]1N2C(=O)NC(C)C,-1,13,4,1,-2.8,0,1,3,16
COc1ccc(OC)c(C2=NOC(C(=O)N3CCC4(CC3)OCCO4)C2)c1 (configuration not stated),0,17,22,-1,-1.6,3,1,-2,-11
Cc1ccc(-c2cc(C(=O)N3CCC4(CC3)OCCO4)no2)cc1,-1,-32,18,7,2.5,2,-1,23,-22

# A section from the list above, as a working copy:
SMILES,UPR XBP1 act,Mdm2-MdmX inh,tim23-1 inh,CCR6 antag,UPR CHOP act,CXCR6 inh,APJ ag,EBI2 block,APJ antag
COc1ccc(OC)c(C2=NOC(C(=O)N3CCC4(CC3)OCCO4)C2)c1 (configuration not stated),0,17,22,-1,-1.6,3,1,-2,-11
Cc1ccc(-c2cc(C(=O)N3CCC4(CC3)OCCO4)no2)cc1,-1,-32,18,7,2.5,2,-1,23,-22

# Reprinted at random: 2 entries already listed, in no set order.
SMILES,UPR XBP1 act,Mdm2-MdmX inh,tim23-1 inh,CCR6 antag,UPR CHOP act,CXCR6 inh,APJ ag,EBI2 block,APJ antag
Cc1ccc(-c2cc(C(=O)N3CCC4(CC3)OCCO4)no2)cc1,-1,-32,18,7,2.5,2,-1,23,-22
COc1ccccc1N1C(=O)NC(=O)/C(=C/c2ccc([N+](=O)[O-])s2)C1=O,-3,36,67*,13,2.5,.,4,.,-4

# Continued:
SMILES,UPR XBP1 act,Mdm2-MdmX inh,tim23-1 inh,CCR6 antag,UPR CHOP act,CXCR6 inh,APJ ag,EBI2 block,APJ antag
COc1ccc2nc3oc(C(=O)N4CCC5(CC4)OCCO5)cc3cc2c1,3,-35,10,2,15,-4,0,-5,6
COC(=O)C1=C(c2ccc(F)cc2F)C[C@@H]2CC[C@H]1N2C(=O)NCCOc1ccc(OC)cc1,0,13,17,14,-1.7,0,-2,33,0
C=CCN1C(=O)c2ccccc2Sc2ccc(C(=O)N3CCC4(CC3)OCCO4)cc21,-1,23,12,-1,1.2,-2,-1,-3,14
Fc1cccc(F)c1CN1CCN(c2ccc(Cl)cc2)CC1,4,4,3,7,2.0,2,-1,4,2
CCOP(=O)(OCC)C(NS(=O)(=O)c1ccccc1)C(Cl)(Cl)Cl (configuration not stated),0,-9,1,8,0.6,4,-4,-12,-2
Cc1ccc(O)c(CN2CCN(c3ccccc3)CC2)c1,0,-2,14,17,0.3,2,0,-3,-4
CC(c1ccc(F)cc1)n1cc(C(=O)NCc2ccc3c(c2)OCO3)nn1 (configuration not stated),-2,16,-16,13,-2.0,4,-4,18,-5
CN(C(=O)Oc1ccc(F)cc1)c1ccccc1,0,15,12,-2,-0.1,3,-1,13,-15
CCCCNC(=O)Nc1ccc(C(O)(C(=O)OC)C(F)(F)F)cc1 (configuration not stated),1,19,-2,14,1.0,0,-2,-5,8
CN1C(=O)N(C)C(=O)C2(Cc3ccccc3N3CCCC32)C1=O (configuration not stated),-1,0,4,0,0.8,-12,-4,10,4
COc1cc2c(cc1OC)C(C(=O)NC(C)C)C1CCCCN1C2=O (configuration not stated),2,3,23,7,1.8,-5,-1,5,0
Cc1cccc(Cn2cc(C=O)c3ccccc32)c1,-2,32,20,19,0.4,0,-3,-2,14
O=C(c1ccco1)c1cn(Cc2ccccc2Cl)c2ccccc12,10,8,29,18,2.1,16,-3,-18,2
CC[N+](CC)(CC)CCCCCCCCCC[N+](CC)(CC)CC,0,16,8,5,-0.1,-1,-5,2,-14
O=C(Nc1ccccc1OC(=O)N1CCOCC1)N1CCOCC1,-3,18,-3,-12,0.6,-4,-2,-3,9
CC[C@H]1CC2CN3CCc4c([nH]c5cc(OC)ccc45)[C@](C(=O)OC)(C2)[C@H]13,0,32,24,15,-1.0,4,-1,6,-9
CCCC1=C(C(=O)OCC)C2(C(=O)Nc3ccccc32)C(C#N)=C(N)O1 (configuration not stated),0,9,5,28,-1.0,-7,-2,-6,-11
CCOC(=O)c1c(C)n(Cc2ccco2)c2ccc(OC)cc12,-6,5,11,6,-1.3,3,-3,9,11
CCOC(=O)c1sc(/N=C/c2c(O)n(-c3cccc(C)c3)c(=O)[nH]c2=O)c(C#N)c1C,-1,10,14,-2,-0.6,1,1,2,-3

# Profiles as entered above:
# COC(=O)C1=C(c2ccccc2)C[C@@H]2CC[C@H]1N2C(=O)NCCS(C)=O (some centres not stated) as listed: UPR XBP1 act: 2; Mdm2-MdmX inh: 22; tim23-1 inh: 15; CCR6 antag: -2; UPR CHOP act: -0.7; CXCR6 inh: -7; APJ ag: -2; EBI2 block: -23; APJ antag: 25
# CN1C(=O)N(C)C(=O)C2(Cc3ccccc3N3CCCC32)C1=O (configuration not stated) as listed: UPR XBP1 act: -1; Mdm2-MdmX inh: 0; tim23-1 inh: 4; CCR6 antag: 0; UPR CHOP act: 0.8; CXCR6 inh: -12; APJ ag: -4; EBI2 block: 10; APJ antag: 4
